Compound activity as filed in PubChem.
JMJD2E inh – qHTS Assay for Inhibitors of Human Jumonji Domain Containing 2E (JMJD2E); JMJD2E catalytic domain, FDH-coupled NADH fluorescence (FDH is formaldehyde dehydrogenase); hit rate 1.6% among 230,000; Potency, µM (doses to about 57.1 µM), for the others: at the highest dose activity change, negative = inhibition, actives largely listed as inhibitors; Lysine-specific demethylase 4E (Homo sapiens), B2RXH2; AID 2147, 2009; active means well fitted inhibition curve with a large enough effect, not every such curve was filed as active; inconclusive means small, poorly fitted or top-dose-only effect, or another doubt; inactive means no such curve, though single readings can be large or run the other way;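 further: 0% = wells with enzyme and -100% = buffer wells without enzyme; nearly all actives have a fitted effect of over 50% in size; many of its hits are not listed in these tables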
Target sequence (B2RXH2 1-337 limits assumed): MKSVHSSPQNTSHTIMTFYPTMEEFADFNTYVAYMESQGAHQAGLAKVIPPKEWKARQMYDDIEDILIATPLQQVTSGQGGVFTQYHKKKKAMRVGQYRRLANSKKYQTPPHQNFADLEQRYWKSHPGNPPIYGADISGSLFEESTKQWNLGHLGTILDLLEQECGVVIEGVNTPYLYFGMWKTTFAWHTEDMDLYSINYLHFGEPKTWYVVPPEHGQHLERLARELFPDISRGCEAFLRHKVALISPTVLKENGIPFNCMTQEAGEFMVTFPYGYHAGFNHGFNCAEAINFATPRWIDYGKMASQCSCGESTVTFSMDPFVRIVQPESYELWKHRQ
Tau fibril ThT – qHTS for Inhibitors of Tau Fibril Formation, Thioflavin T Binding; Microtubule-associated protein tau (Homo sapiens), P10636; recombinant tau K18 P301L, heparin-induced fibrillization, ThT fluorescence; Potency, µM (series often up to 57.4 µM), without a hit: at the top dose activity, negative = inhibition, actives largely listed as inhibitors; hit rate 2.1% among 270,000; further: nearly all actives have a fitted effect of over 55% in size
Target sequence (P10636 561-689 P618L limits assumed): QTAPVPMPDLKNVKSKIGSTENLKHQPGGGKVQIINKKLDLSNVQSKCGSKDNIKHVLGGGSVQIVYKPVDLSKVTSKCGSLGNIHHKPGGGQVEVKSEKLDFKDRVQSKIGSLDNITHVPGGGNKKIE
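In this qHTS, human K18 P301L tau is incubated with compound and heparin for 6 hr at 37 C, and Thioflavin T fluorescence then reports fibril load.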
TRb SRC2 PPI – qHTS for Inhibitors of the Interaction of Thyroid Hormone Receptor and Steroid Receptor Coregulator 2. Thyroid hormone receptor beta (Homo sapiens), P10828. TRbeta-SRC2 peptide binding, fluorescence polarization; receptor liganded with 1 µM T3. Potency, µM (highest dose often 106 µM), without a hit: at the highest dose activity change, negative = inhibition, actives largely listed as inhibitors. hit rate 0.065% among 280,000;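 further: plate controls were bound peptide for no effect and peptide without receptor for full effect; nearly all actives have a fitted effect of over 50% in size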
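A fluorescence polarization screen tested compounds at multiple concentrations against complex formation between 0.6 uM TRb ligand-binding domain and 20 nM Texas Red SRC2 peptide, with 1 uM T3 present; readout after 5 hr.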
GoLoco inh red – qHTS Assay for Inhibitors of RGS12 GoLoco Motif Activity (Red Fluorophore). Gai1:RGS12 GoLoco peptide FP, rhodamine, 10 min. Potency, µM (series often up to 61.6 µM), inactives show at the highest dose activity, negative = inhibition, hits mostly inhibitors. hit rate 0.44% among 230,000. AID 880, 2007; active means well fitted inhibition curve with a large enough effect, not every such curve was filed as active; inactive means no such curve, though single readings can be large or run the other way; further: nearly all actives have a fitted effect of over 30% in size; many of its hits are not listed in these tables
Target sequence (P63096 whole entry, looked up): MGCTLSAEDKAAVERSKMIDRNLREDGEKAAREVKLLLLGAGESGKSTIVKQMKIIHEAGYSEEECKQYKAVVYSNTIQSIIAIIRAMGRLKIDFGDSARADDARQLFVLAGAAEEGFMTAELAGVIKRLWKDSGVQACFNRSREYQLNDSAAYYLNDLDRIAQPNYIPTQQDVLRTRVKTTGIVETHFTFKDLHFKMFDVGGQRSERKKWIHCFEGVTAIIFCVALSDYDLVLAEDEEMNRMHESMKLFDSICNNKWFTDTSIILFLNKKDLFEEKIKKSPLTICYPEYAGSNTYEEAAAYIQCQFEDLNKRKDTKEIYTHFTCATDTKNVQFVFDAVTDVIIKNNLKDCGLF
Tau fibril FP – qHTS for Inhibitors of Tau Fibril Formation, Fluorescence Polarization | Potency, µM (highest dose often 57.7 µM), without a hit: at the highest dose activity, negative = inhibition, actives largely listed as inhibitors | hit rate 0.39% among 280,000 | K18 P301L tau heparin fibrillization, Alexa594 FP, 6 h | Microtubule-associated protein tau (Homo sapiens), P10636; further: nearly all actives have a fitted effect of over 55% in size
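Heparin (20 uM) drove fibril formation of recombinant tau K18 P301L, 15 uM unlabeled with 0.24 uM Alexa 594 label, for 6 hr at 37 C in 100 mM sodium acetate pH 7. Fluorescence polarization (555/632 nm) read 1 hr after 30 uM ThT.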
RECQ1 inh – qHTS Assay for Inhibitors of RecQ-Like Dna Helicase 1 (RECQ1) | RECQ1 DNA unwinding, red fluorescence kinetic read | Potency, µM (top dose mostly 57.3 µM), for the others: top-dose activity, negative = inhibition, hits mostly inhibitors | hit rate 0.54% among 240,000;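 further: plate controls were vehicle for no effect and no enzyme for full effect; nearly all actives have a fitted effect of over 30% in size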
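50 nM RECQ1T1 preincubated 15 min with compound in Tris pH 8.0 buffer with MgCl2, DTT, Tween-20 and 2.5 ug/ml poly(dI-dC); started with 200 nM TAMRA/BHQ-2 forked duplex and 2 mM ATP. Unwinding read as fluorescence (525/598 nm), two reads 2 h apart.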
L3MBTL1 inh – qHTS Assay for the Inhibitors of L3MBTL1 | Lethal(3)malignant brain tumor-like protein 1 (Homo sapiens), Q9Y468 | AlphaScreen L3MBTL1–H3K9me1 peptide binding | Potency, µM (titrated, usually from 57.1 µM), without a hit: top-dose activity, negative = inhibition, actives largely listed as inhibitors | hit rate 0.66% among 230,000; further: nearly all actives have a fitted effect of over 60% in size
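First, the protein-peptide complex forms for 30 min at room temperature (L3MBTL1 50 nM, biotinylated H3K9me1 peptide 75 nM). Next, compounds are pin-transferred and incubated 30 min. Finally, AlphaScreen beads are added and read after 30 min.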
TR SRC2 fluor cs – Total Fluorescence Counterscreen for Inhibitors of the Interaction of Thyroid Hormone Receptor and Steroid Receptor Coregulator 2; Potency, µM (doses to about 106 µM), without a hit: at the top dose fluorescence change, negative = quenching; hit rate 0.29% among 280,000; AID 1479, 2009; TRb/SRC2 Texas Red total fluorescence interference; active means well fitted curve in either direction with a large enough effect; inconclusive means small, poorly fitted or top-dose-only effect
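Flags fluorescent or light-absorbing compounds by total fluorescence, S + 2P, at 555 nm excitation and 632 nm emission. Mixture: 20 nM Texas Red SRC2 peptide, 0.6 uM human TRb LBD, 1 uM T3, 5% DMSO; compound exposure 5 h at ambient temperature.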
Starred values were filed as active, the others as inactive; i = inactive; u = inconclusive; x = no result given; & = joins results of further samples; [ ] = another dose, or the depositor's remark. Unless noted, the call rests on the fitted dose curve; in most records, active means well fitted curve in the direction sought with a large enough effect; inconclusive means small, poorly fitted or top-dose-only effect, or another doubt; inactive means no such curve, though single readings can be large; an effect the other way counts as inactive or inconclusive. Unless noted, on the % scale 0 is the no-effect control and ±100 the full control effect; potency means the concentration at half of the fitted maximal effect. An excerpt. The share of hits here may be higher or lower than overall.

SMILES | JMJD2E inh | Tau fibril ThT | TRb SRC2 PPI | GoLoco inh red | Tau fibril FP | RECQ1 inh | L3MBTL1 inh | TR SRC2 fluor cs
CCC(CC)C(=O)Nc1nnc(SCc2cc(=O)n3cccc(C)c3n2)s1 | x | -14% | -5% | x | -3% | x | x | -1%
CC1CCC(NC(=O)C(NC(=O)c2ccccc2)C(C)C)CC1 (stereo unspecified) | -3% | -1% | 6% | -29% | -2% | -1% | -4% | 0%
O=C(NC1CCCC1)C(c1ccccn1)N(C(=O)c1csnn1)C1CCCCC1 (stereo unspecified) | 6% | -3% | 1% | -12% | 3% | 1% | 6% | -2%
CC(C)Cc1nnc(NC(=O)CCc2c[nH]c3ccccc23)s1 | 4% | -10% | -1% | 5% | u | i | x | 1%
O=C(Nc1cccc(C(F)(F)F)c1)C1CCCN1S(=O)(=O)c1cccc2cccnc12 (stereo unspecified) | -7% | -2% | 1% | 1% | -10% | -2% | 5% | -2%
CCc1ccc(N2C(=O)CS(=O)(=O)C23C(=O)N(Cc2ccccc2)c2ccccc23)cc1 (stereo unspecified) | x | -6% | 10% | x | -5% | x | x | -3%
CCOc1cc(/C=N/N2C(=O)NC3(CCCCC3)C2=O)cc(Br)c1O | u | -9% | -2% | -7% | 3% | i | 2% | 3%
CCOC(=O)c1c(-c2ccc(C)cc2)csc1NC(=O)c1nc(SC(C)C)ncc1Cl | x | -7% | -9% | x | 4% | x | x | 0%
COc1ccc(Cl)cc1NC(=O)CCN1CCN(c2ccccc2C)CC1 | -7% | -18% | 4% | x | 5% | -9% | 2% | -4%
CC(=O)Nc1ccccc1NC(=O)CN(C)S(=O)(=O)c1ccc(C)cc1 | 8% | -9% | -12% | -10% | -7% | 9% | 2% | 1%
CC(C)C(C(=O)OCC(=O)c1cccc([N+](=O)[O-])c1)N1C(=O)[C@@H]2[C@H]3CC[C@H](C3)[C@@H]2C1=O (stereo partly specified) | 7% | -5% | 7% | 13% | 4% | 3% | -11% | 2%
CCCN(CCC)CCCNC(=O)c1cc2c(=O)oc3ccc(C)cc3c2s1 | x | 8% | 0% | x | -2% | x | x | -2%
COc1ccc(NS(=O)(=O)c2cccc(N3CC(O)=C(c4ccccc4)C3=N)c2)cc1 | -8% | -5% | -1% | x | 1% | -6% | 7% | -7%
O=C(O)c1ccc2c(c1)C(=O)N(c1ccc(/C=C/C(=O)c3ccccc3)cc1)C2=O | -17% | u | -2% | -17% | -3% | i | 0% | -5%
CC(=O)/C(C#N)=C1\NC(=O)C(Cc2ccccc2Cl)S1 (stereo unspecified) | -20% | u | 1% | 5% | 7% | -2% | 0% | 0%
COc1ccc([N+](=O)[O-])cc1N1C(=O)c2cccc3cccc(c23)C1=O | 2% | 10% | -5% | 6% | 2% | 5% | -6% | 1%
COc1ccc(C2N(C(=O)c3ccccc3)CCN2C(=O)c2ccccc2)cc1 | 4% | -1% | -4% | -3% | -5% | u | 2% | 0%
Cc1cccc(NC(=O)CCS(=O)(=O)c2cccc3nsnc23)c1C | 1% | 20µM* | 1%&-23% | 3% | u | -11% | 34%[activator] | 0%&-1%
O=[N+]([O-])c1cccc(/C([O-])=C(/C(=S)Nc2ccccc2)[n+]2ccccc2)c1 | 0% | -1% | -7% | 13% | 2% | -13% | 4% | 1%
CC(C)(C)[C@H]1C=C(C(=O)N2CCN(Cc3ccccc3)CC2)O[C@@H](OCCCCO)C1 | -3% | u | -6% | 0% | -4% | -22% | 12% | -3%
O/N=C/c1ccc(OCC(O)COc2ccc(/C=N/O)cc2)cc1 | 6% | u | 3% | 6% | 8% | 3% | x | -1%
COC(=O)c1ccc2c(=O)n(CCCCCC(=O)N3CCN(c4ccc(F)cc4)CC3)c(=O)[nH]c2c1 | 0% | u | -2% | 5% | -2% | -5% | x | -1%
CC(C)CC(c1nnnn1C1CCCC1)N1CCC(C(N)=O)CC1 (stereo unspecified) | 6% | 1% | 7% | 5% | 0% | i | -26% | 2%
Cc1ccccc1NC(=O)c1sc2nc(-c3cc4ccccc4oc3=O)[nH]c(=O)c2c1C | x | 1% | -5% | x | -8% | x | x | 6%
CC(=O)c1cc2c(s1)-c1cc(F)ccc1OC2 | u | -17% | -8% | 13% | -15% | -9% | 67%[activator] | -3%
Following part:
SMILES | JMJD2E inh | Tau fibril ThT | TRb SRC2 PPI | GoLoco inh red | Tau fibril FP | RECQ1 inh | L3MBTL1 inh | TR SRC2 fluor cs
COC(=O)C1C2C=CC3(CN(c4cccc(C)c4)C(=O)C13)O2 (stereo unspecified) | -8% | -12% | 1% | 5% | -2% | -1% | -4% | 0%
C=CCc1ccccc1OCCSc1nc2ccc([N+](=O)[O-])cc2s1 | -7% | u | -2% | 13% | -1% | -3% | -12% | -6%
COc1ccc(N2CCN(C(=O)CNS(=O)(=O)c3ccc(C)c(C)c3)CC2)cc1 | -2% | -19% | -6% | 5% | 18% | -8% | -15% | -4%
CN(C)CCN(C(=O)CCc1ccccc1)c1nc2c(F)cc(F)cc2s1 | -4% | -12% | -1% | -2% | -5% | i | x | -2%
O=C(O)C1CCCCC1C(=O)N1CCCC1 (stereo unspecified) | -2% | -13% | -4% | 13% | -14% | 0% | 7% | -1%
Cc1cc(SCC(=O)c2cccs2)n2nc(C)c(-c3ccccc3)c2n1 | -4% | 3% | 9% | 50%[activator] | 1% | -6% | -9% | 2%
Cc1ccc(-c2nnn(C/C(N)=N/O)n2)cc1 | -27% | -9% | -1% | 14% | -13% | -8% | 9% | 2%
Cc1ccc(-n2nc3c(N4CCC(C(=O)NCc5ccccc5Cl)CC4)nnc(C)c3c2C)cc1 | x | -6% | 1% | x | -8% | x | x | 1%
CCCC(=O)N(c1ccccc1)C1C=CS(=O)(=O)C1 (stereo unspecified) | 1% | 5% | -6% | -6% | -5% | -1% | x | 0%
Fc1ccc(Nc2nc(-c3ccncc3)cs2)cc1 | 1% | u | 7% | -4% | 6% | i | 9% | -5%
c1ccc2sc(NN=C3CCCC3)nc2c1 | 2% | u | -4% | 0% | 4% | -2% | x | -3%
COc1cc(C(=O)NNC(=O)c2cc(C)[nH]n2)cc(OC)c1OC | 13% | 3% | -5% | -2% | -3% | i | 10% | 0%
Cc1c(NC(=O)COC(=O)c2ccc(F)c(S(=O)(=O)N3CCOCC3)c2)c(=O)n(-c2ccccc2)n1C | 3% | -1% | -13% | -3% | -1% | i | u | 0%
CCOC(=O)c1cccc(NC(=O)C2(S(=O)(=O)c3ccc(C)cc3)CC2)c1 | -5% | -13%&-10% | 8%&7% | 1% | -7%&-1% | -6% | 8% | 11%&-2%
Cc1cc(C(=O)CCl)c(C)n1-c1cccc([N+](=O)[O-])c1 | -29% | u | -12% | 15% | 3% | i | -11% | -2%
Cc1ccc(CNC(=O)C(=O)Nc2c3c(nn2-c2ccccc2)CSC3)cc1 | x | -7% | -1% | x | -4% | x | x | 0%
Oc1c(C(c2ccccc2Cl)N2CCN(Cc3ccccc3)CC2)sc2nc(-c3ccco3)nn12 (stereo unspecified) | x | -7% | -8% | x | 2% | x | x | 0%
Cc1ccc(-c2nc(CN3CCCCC3CCN3CCCC3=O)c(C)o2)o1 (stereo unspecified) | u | -2% | 6% | 23% | -4% | 8% | -8% | -1%
CCCNC(=O)C(NS(=O)(=O)c1cccc2nsnc12)c1ccccc1 (stereo unspecified) | -4% | 3% | -3% | -2% | 2% | i | 3% | -3%
